Bioassay records (PubChem BioAssay)
KKLEB cytotox: CF airway cell cytotoxicity counter-screen. KKLEB CF airway cells viability, ATPlite luminescence, overnight; active compounds read low; cells stimulated with P. aeruginosa culture filtrate. activity change (cytotoxicity), % at 5 µM. actives 0.36% (n = 360,000);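 active means corrected activity change at or below -50% at 5 µM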
Peg3 promoter: inhibitors of Peg3 promoter; inhibition, % at 20 µM; HeLa PEG-Prom luciferase reporter, luminescence, overnight; actives 1.7% (n = 360,000);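 active means inhibition of at least 50% at 20 µM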
Vif imaging: inhibitors of HIV Vif; actives 0.35% (n = 340,000); HEK293T cells, Vif self-association by quenched fluorescence, imaging, 24 h; inhibition, % at 7.49 µM; in the data active means inhibition above about 50%, passing the limit was not always enough; inconclusive means no clear call, values can overlap the other calls; inactive means below about 31%; further: some results filed as inactive read as strong as hits
HIF-2a block: inhibitors of HIF-2a; actives 0.72% (n = 360,000); inhibition, % at 18.8 µM; AID 624352; 786-0 RCC cells HIF-2a reporter, luciferase luminescence, overnight;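 active means inhibition of the luminescence signal of 40% or more relative to plate controls, in a single-dose primary screen at 18.75 µM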
CaV13 FRET inh: Disruptors of the CACNA1D IQ motif to Ca2+-dependent inactivation inhibitor domain association, primary screening, Förster resonance energy transfer in intact living … | HEK cells, CFP/YFP FRET ICDI-IQ, plate reader, 10 min; percent FRET-ratio fall versus neutral wells | inhibition, % at 12.3 µM | actives 0.098% (n = 340,000);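 active means mean replicate inhibition of at least 30% and at least 1% of replicates passing that level; inconclusive means only one of the two criteria is met; inactive means neither criterion is met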;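 further: 0% = median of the neutral control wells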
PDI turbidity: inhibitors of human protein disulfide isomerase. actives 0.052% (n = 350,000). PDI insulin aggregation turbidity, A650, 90 min. AID 588391. inhibition, % at 10 µM. P07237;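 active means mean inhibition across replicates of 30% or more, whatever share of single replicates reach that level; inconclusive means mean inhibition below 30% while every single replicate reaches 30%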;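 further: absorbance from insulin aggregation driven by PDI reduction with DTT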
Target sequence (P07237 whole entry, looked up): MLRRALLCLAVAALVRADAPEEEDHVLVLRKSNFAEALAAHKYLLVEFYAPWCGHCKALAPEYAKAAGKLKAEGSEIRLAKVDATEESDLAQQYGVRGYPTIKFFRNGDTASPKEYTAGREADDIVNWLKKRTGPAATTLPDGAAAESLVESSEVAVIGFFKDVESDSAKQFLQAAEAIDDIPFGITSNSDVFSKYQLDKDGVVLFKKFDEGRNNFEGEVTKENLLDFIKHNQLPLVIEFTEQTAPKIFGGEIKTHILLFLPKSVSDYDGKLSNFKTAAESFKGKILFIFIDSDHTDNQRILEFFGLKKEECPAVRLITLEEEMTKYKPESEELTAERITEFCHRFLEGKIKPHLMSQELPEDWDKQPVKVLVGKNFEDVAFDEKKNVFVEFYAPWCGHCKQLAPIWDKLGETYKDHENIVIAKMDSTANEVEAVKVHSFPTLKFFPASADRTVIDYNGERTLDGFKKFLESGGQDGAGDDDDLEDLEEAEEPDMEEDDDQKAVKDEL
NR2E3 ag-1: agonists of human nuclear receptor NR2E3 | inhibition of corepressor binding, % at 4.78 µM | AID 2300 | GST-NR2E3/biotin-RetCOR TR-FRET, 1536-well | actives 0.12% (n = 320,000);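 active means percent inhibition above the cutoff of mean plus 3 SD of all tested compounds, set per screening campaign, cut at about 20% in these data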;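 further: 0% = DMSO wells and 100% = biotin wells as full block of FRET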
Target sequence (Q9Y5X4 whole entry, looked up): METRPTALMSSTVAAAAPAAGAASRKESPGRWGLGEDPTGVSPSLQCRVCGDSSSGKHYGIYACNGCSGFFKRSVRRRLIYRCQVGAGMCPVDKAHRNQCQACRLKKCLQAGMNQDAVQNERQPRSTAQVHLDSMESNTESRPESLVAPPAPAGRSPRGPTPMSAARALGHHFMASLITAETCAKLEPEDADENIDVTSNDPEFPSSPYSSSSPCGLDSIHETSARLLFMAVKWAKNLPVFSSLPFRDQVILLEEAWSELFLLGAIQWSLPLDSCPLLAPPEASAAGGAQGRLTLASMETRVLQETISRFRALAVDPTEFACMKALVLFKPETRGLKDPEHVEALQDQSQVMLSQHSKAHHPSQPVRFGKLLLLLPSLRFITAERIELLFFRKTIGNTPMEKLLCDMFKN
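Material: NR2E3–RetCOR corepressor complex / Incubation: Compound–protein incubation for 5 h at 4 °C / Dosing: compound at 4.8 µM, single dose / Detection: time-resolved FRET / Benchmarks: high control biotin, low control 0.6% DMSO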
CF NFkB inh: inhibitors of cystic fibrosis induced NF-kB. KKLEB NF-kB-GFP reporter, PAF-induced, GFP fluorescence overnight. inhibition, % at 5 µM. actives 0.86% (n = 360,000). AID 588850;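 active means at least 50% inhibition at 5 µM, scaled per plate between neutral and stimulator controls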;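 further: PAF is a Pseudomonas aeruginosa culture filtrate used as stimulus; plate controls were PAF-stimulated DMSO wells for no effect and unstimulated DMSO wells for full effect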
NR2E3 ag-2: human photoreceptor-specific nuclear receptor agonism | inhibition of corepressor binding, % at 3.98 µM | AID 602229 | actives 0.35% (n = 360,000) | Q9Y5X4 | CHO-S Gal4-NCOR/VP16-NR2E3 two-hybrid, luciferase;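 active means inhibition above the mean of all tested compounds plus 3 SD, cut at about 70% in these data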;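 further: 0% = DMSO with NR2E3 transfected cells and 100% = cells lacking NR2E3 construct; higher means lower luciferase signal from less NR2E3 corepressor binding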
TRPM1 prom inh: reduces MITF-dependent TRPM1 promoter luciferase signal | actives 0.83% (n = 330,000) | SK-MEL-5 TRPM1 promoter luciferase, 24 h | inhibition, % at 12.5 µM;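 active means mean inhibition across replicates of 60% or more, whatever share of single replicates reaches that level; inconclusive means some that reach 60%, reason not given; inactive means mean inhibition across replicates below 60%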; further: values of inactives mirror those of a sister screen read the other way
Shn3 inh set2: inhibitors of Schnurri-3 3'UTR reporter in osteoblasts | Clone20 osteoblast Shn3 3'UTR firefly luciferase, 24 h | inhibition, % at 12.5 µM | actives 0.52% (n = 360,000) | AID 588674;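 active means mean inhibition of at least 75% with every replicate also reaching 75%; inconclusive means mean inhibition at least 75% but some replicate below; inactive means mean inhibition below 75%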;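 further: 0% = median of neutral control wells and 100% = pilot-screen positive control compound; some compounds past the cut are filed as inactive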
The depositor's hits bear a star; ? = inconclusive; . = not tested or not shown.

Every second line gives: KKLEB cytotox | Peg3 promoter | Vif imaging | HIF-2a block | CaV13 FRET inh | PDI turbidity | NR2E3 ag-1 | CF NFkB inh | NR2E3 ag-2 | TRPM1 prom inh | Shn3 inh set2
> NC(=O)c1cccc(-c2cnc(N)c(C(=O)c3cccnc3)n2)c1
→ 6 | 62* | -1 | 38 | . | 6 | . | 52* | -12 | 61* | -5
> CN(C)C(=O)c1nc2ccc(Cl)cn2c1CNCc1cccc(OC(F)(F)F)c1
→ -4 | -21 | . | -1 | -5 | -1 | -2 | 10 | 0 | -7 | 1
> O=C(CN1C(=O)c2ccccc2C1=O)Nc1ccccc1C(F)(F)F
→ 2 | -6 | 5 | 13 | -5 | 16 | 2 | -10 | -22 | 2 | -8
> CCOc1ccc(CCNC(=O)c2ccc(NC3=NC4CS(=O)(=O)CC4S3)cc2)cc1 (configuration not stated)
→ -19 | 5 | 0 | 5 | -4 | 2 | -2 | -6 | -12 | 10 | -7
> CCCC(=O)c1c[nH]c(C(=O)NCc2cccnc2)c1
→ -21 | -8 | -3 | 9 | 0 | -3 | 4 | 10 | -14 | -8 | 13
> CCC1CCc2c(sc(NC(=O)C3CC=CCC3C(=O)O)c2C#N)C1 (configuration not stated)
→ 6 | -11 | 23 | -20 | -2 | 0 | -2 | 24 | -9 | 9 | -10
> COc1cc(OC)c(CN2CCCCCCC2)cc1Br
→ -10 | 0 | . | 7 | -7 | 8 | 2 | -1 | -10 | -3 | 10
> COc1ccccc1-n1cc(C(=O)NCC(=O)NCc2ccc(F)cc2)c2ccccc2c1=O
→ -1 | 4 | 1 | 6 | -7 | 9 | -4 | 4 | 0 | 0 | 3
> CCCC(=O)Nc1ccc(S(=O)(=O)Nc2nccs2)cc1
→ -1 | 4 | 5 | 15 | -2 | -5 | 0 | -12 | -15 | 1 | 11
> COc1ccc(-n2c(=O)c(CCC(=O)N3CCN(c4ccccc4O)CC3)nc3ccccc32)cc1
→ 2 | 39 | -5 | 13 | -7 | 7 | -2 | -6 | -2 | 0 | 14
> O=C(c1cccnc1Nc1ccc2c(c1)CCC2)N1CCOCC1
→ 2 | 0 | 4 | -24 | -7 | -4 | 1 | -7 | -4 | 12 | -21
> CC/C(O)=C1\C(=O)CC(c2ccccc2)CC1=NCCc1c(C)[nH]c2ccc(C)cc12 (configuration not stated)
→ -10 | 5 | -1 | 6 | -3 | . | 0 | 20 | 9 | . | 27
> CCOC(=O)/C(C#N)=C/c1c(Oc2cc(C)cc(C)c2)nc2ccccn2c1=O
→ 13 | 21 | -2 | 16 | -1 | -7 | 0 | -8 | 14 | 24 | 15
> C=C(C)CCC(C)N1CCC(n2nccc2NC(=O)CCOc2ccccc2)CC1 (configuration not stated)
→ 4 | 2 | -9 | 5 | -3 | 3 | 1 | -23 | -18 | -6 | 10
> CC(CC(=O)Nc1ccc2c(c1)c(=O)n(C)n2-c1ccccc1)c1ccccc1 (configuration not stated)
→ -13 | -34 | 16 | 7 | -5 | 1 | . | 38 | -13 | . | 20

Part of the list above, showing only Peg3 promoter, NR2E3 ag-2 and KKLEB cytotox.
SMILES	Peg3 promoter	NR2E3 ag-2	KKLEB cytotox
COc1ccccc1-n1cc(C(=O)NCC(=O)NCc2ccc(F)cc2)c2ccccc2c1=O	4	0	-1
CCCC(=O)Nc1ccc(S(=O)(=O)Nc2nccs2)cc1	4	-15	-1
COc1ccc(-n2c(=O)c(CCC(=O)N3CCN(c4ccccc4O)CC3)nc3ccccc32)cc1	39	-2	2
O=C(c1cccnc1Nc1ccc2c(c1)CCC2)N1CCOCC1	0	-4	2
CC/C(O)=C1\C(=O)CC(c2ccccc2)CC1=NCCc1c(C)[nH]c2ccc(C)cc12 (configuration not stated)	5	9	-10

Record cards (already shown). Order of values: KKLEB cytotox, Peg3 promoter, Vif imaging, HIF-2a block, CaV13 FRET inh, PDI turbidity, NR2E3 ag-1, CF NFkB inh, NR2E3 ag-2, TRPM1 prom inh, Shn3 inh set2
Results for CCC1CCc2c(sc(NC(=O)C3CC=CCC3C(=O)O)c2C#N)C1 (configuration not stated) = 6, -11, 23, -20, -2, 0, -2, 24, -9, 9, -10
Results for CC(CC(=O)Nc1ccc2c(c1)c(=O)n(C)n2-c1ccccc1)c1ccccc1 (configuration not stated) = -13, -34, 16, 7, -5, 1, ., 38, -13, ., 20

The list goes on:
Every second line gives: KKLEB cytotox | Peg3 promoter | Vif imaging | HIF-2a block | CaV13 FRET inh | PDI turbidity | NR2E3 ag-1 | CF NFkB inh | NR2E3 ag-2 | TRPM1 prom inh | Shn3 inh set2
> COc1ccccc1/C=C/C=N/NC(=O)c1cc(-c2ccc(C)o2)[nH]n1
→ -6 | 10 | 0 | -9 | -21 | 4 | -3 | 14 | -31 | -4 | -6
> CCc1ccccc1NC1=NCC(=O)N1Cc1ccc(OC)cc1
→ -7 | 0 | 4 | 17 | -4 | -4 | 5 | 2 | 0 | 3 | 0
> CCOc1ccc(C2N(c3cc(Cl)ccc3OC)C(=O)C3CCCN32)cc1OC (configuration not stated)
→ -3 | 7 | 2 | 12 | 5 | . | -3 | -6 | -5 | 3 | -3
> COc1cc(/C=C/c2nc3ccccc3c(=O)[nH]2)ccc1OC(F)F
→ -10 | -89 | 2 | -126 | -14 | -6 | -2 | 8 | -55 | -83 | -48
> CC1(C)CSC(=S)N1S(=O)(=O)c1ccccc1
→ -12 | 4 | -5 | 3 | -12 | -2 | 2 | 15 | -24 | 1 | -22
> C=C1C[C@H]2[C@@H]3C=C(C)C4=CC(=O)CC[C@]4(C)[C@H]3CC[C@]2(C)[C@@]1(OC(C)=O)C(C)=O
→ 4 | -4 | -3 | 22 | -6 | 17 | -2 | 68* | 7 | -3 | -18
> CC(C)CNC(=O)C(=O)Nc1cc2c3c(c1)CCC(=O)N3CCC2
→ 16 | -7 | 6 | -5 | -17 | -2 | 0 | 0 | 5 | 4 | 9
> CCN(CC)CCNC(=O)CCc1n[nH]c(=O)c2ccccc12
→ 6 | -2 | 24 | 3 | . | -11 | 1 | -9 | -9 | 9 | -9
> CN(C1CCCCC1)S(=O)(=O)c1ccc(C(=O)O)cc1
→ -4 | 21 | -7 | 4 | -5 | -12 | 0 | 17 | -5 | -8 | -3
> CCSc1nnc(NC(=O)COc2ccccc2)s1
→ 2 | -24 | 6 | -77 | -9 | 3 | 5 | 0 | 9 | -7 | -6
> Cc1ccc(N2CC(C(=O)Nc3ccc(N4CCOCC4)cc3)CC2=O)cc1C (configuration not stated)
→ 4 | -1 | -8 | -4 | -3 | -6 | 1 | -16 | -12 | 9 | 13
> CCNS(=O)(=O)c1ccc2nc(NC(=O)c3cccnc3)sc2c1
→ 3 | -52 | 6 | -54 | -6 | -5 | -1 | -8 | -53 | -19 | -25
> Cc1ccnc(N2CCC(C(=O)NNC(=O)c3ccncc3)CC2)n1
→ 3 | 12 | 5 | 10 | -7 | -5 | 2 | 8 | -3 | -4 | 5
> O=C(NC(=S)Nc1ccc(C(=O)N2CCOCC2)cc1)c1ccc([N+](=O)[O-])cc1
→ 4 | -1 | 0 | 4 | -8 | -10 | 0 | -23 | 5 | 3 | -5
> COc1ccc(/C=C2/CC/C(=C\c3ccc(OC)c(OC)c3OC)C2=O)c(OC)c1OC
→ 4 | -2 | ? | 10 | -11 | -8 | 1 | -11 | 12 | 1 | 40

Additional results.
smiles | KKLEB cytotox | Peg3 promoter | Vif imaging | HIF-2a block | CaV13 FRET inh | PDI turbidity | NR2E3 ag-1 | CF NFkB inh | NR2E3 ag-2 | TRPM1 prom inh | Shn3 inh set2
CC(=O)N1CCN(C(=O)C2CCN(S(=O)(=O)c3ccccc3C(F)(F)F)CC2)CC1 | 13 | 2 | 10 | 8 | -5 | 3 | . | -29 | 13 | -7 | -29
Cc1[nH]c2ccc(Br)cc2c(=O)c1CN1CCCCCC1 | 9 | -10 | 6 | -57 | -2 | 2 | 0 | -1 | -15 | -3 | -19
CC(C)c1cc(C(=O)OCC(=O)N2CCN(C(=O)c3ccco3)CC2)c(O)c(C(C)C)c1 | -22 | 14 | 1 | 5 | -2 | -3 | -2 | 4 | -33 | 44 | 25
COCC(=O)Nc1nc2n(n1)C(c1ccc(Cl)cc1)CC(c1ccc(OC)cc1)N2 (configuration not stated) | -11 | 15 | 3 | 5 | . | 1 | 2 | -24 | 6 | 8 | 1
CC(C)COc1ccc(C(=O)N(CC(=O)Nc2ccccc2C(F)(F)F)Cc2ccco2)cc1 | 0 | 18 | -4 | -5 | -7 | -5 | -2 | 6 | -24 | -1 | 5
COc1ccc(-c2nc3c(c(=O)c4ccccc4n3C)c(=O)n2Cc2ccccc2)cc1 | 5 | 15 | -4 | 15 | -3 | 15 | -1 | 6 | -32 | 3 | 9
CCOc1ccc(NC(=O)Cn2nnc(C(=O)NCc3cccs3)c2N)cc1 | -13 | 24 | 10 | 2 | -16 | 0 | -1 | -23 | 0 | -7 | -5
COC(=O)CN1C(C)=Nc2ccc(Br)cc2C1c1ccccc1 (configuration not stated) | -8 | 22 | 24 | 21 | -4 | 0 | -5 | -5 | -35 | -10 | 11
O=C1CCCC2=C1C1c3ccccc3C(=O)N1c1ccc(C(=O)c3ccccc3)cc1N2 (configuration not stated) | -2 | 19 | 15 | 15 | . | -7 | -3 | 12 | -24 | 20 | 19
COCCNC(=S)NNC(=O)c1ccc(-n2cnnn2)cc1 | -4 | 6 | 0 | 19 | -2 | 0 | 4 | 6 | -2 | -5 | -7
COC(=O)[C@H](CC(C)C)NC(=O)NCc1ccc(Cl)cc1 | 16 | 10 | 0 | 7 | -5 | -4 | 2 | -6 | -9 | 10 | -1
Nc1c(C(=O)O)cnc2nc(N3CCOCC3)nn12 | -4 | -3 | -1 | 15 | 8 | -3 | -1 | 6 | -8 | 7 | 17
COc1cccc(/C=C2\SC(N)=NC2=O)c1OS(=O)(=O)c1ccccc1 | -4 | 1 | -1 | -2 | -3 | -3 | 1 | 8 | 8 | -7 | 6
CC(C)(C)c1ccc(C(CC(=O)O)NC(=O)c2ccccc2F)cc1 (configuration not stated) | -8 | -5 | 1 | 13 | 6 | 0 | 3 | 5 | -4 | -7 | -23

Not a hit list; any-hit rate near 3.3%.
